Assay outcomes (PubChem)
HEK293 tox = cytotoxic in the GLP-1 receptor inverse agonist counter-screen | HEK293 cAMP-luciferase reporter cells, luminescence, 24 h | Potency, µM (titrated, usually from 38.3 µM), inactives show top-dose activity change, negative = inhibition, actives largely listed as inhibitors | 410,000 tested, 0.13% active | AID 624418;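 note: loss of luciferase light is scored as toxicity; potency is the fitted concentration of half-maximal effect; % is set by controls: 0 for no effect and ±100 for the full control effect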
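A 23 nL compound transfer followed 12 hours of cell culture at 37 deg C; exposure then lasted 24 hr. Luciferase assay detection reagent was dispensed and plates read for luminescence after a 12 min room-temperature wait.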
D3 antag = D3 dopamine receptor (human) antagonism | P35462 | D3R cells, DiscoveRx beta-arrestin luminescence, antagonist mode; hits give low values | max response, negative = inhibition, % | 360,000 tested, 2.5% active | AID 652054; in the data active = max response below about -50%; inconclusive = no clear call, values can overlap the other calls; note: % is set by controls: 0 for no effect and ±100 for the full control effect; mostly tested at two doses, the higher about 12 µM
Target sequence (P35462 whole entry, looked up): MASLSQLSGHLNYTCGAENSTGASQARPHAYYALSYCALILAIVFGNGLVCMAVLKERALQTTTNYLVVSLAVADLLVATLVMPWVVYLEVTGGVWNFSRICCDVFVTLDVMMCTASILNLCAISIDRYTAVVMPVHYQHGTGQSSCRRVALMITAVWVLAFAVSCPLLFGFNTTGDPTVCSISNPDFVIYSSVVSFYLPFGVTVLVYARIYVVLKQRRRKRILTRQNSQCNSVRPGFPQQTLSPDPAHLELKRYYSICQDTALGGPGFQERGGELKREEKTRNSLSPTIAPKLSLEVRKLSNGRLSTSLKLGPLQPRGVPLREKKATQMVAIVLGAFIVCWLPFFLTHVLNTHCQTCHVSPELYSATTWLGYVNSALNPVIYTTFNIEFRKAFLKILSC
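Cells plated overnight at 1500 cells/well, then exposed to library compounds with dopamine controls for 90 minutes at 37 degrees C. DiscoveRx reagent added for 30–60 minutes at room temperature; luminescence read, quantitative HTS format.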
KB-V1 MDR tox = kills drug-selected multidrug resistant KB-V1 cells | KB-V1 MDR cells viability, CellTiter-Glo, 72 h | Potency, µM (top dose mostly 46.1 µM), without a hit: top-dose activity change, negative = cytotoxicity, most hits filed as cytotoxic | 400,000 tested, 3.4% active; note: potency is the fitted concentration of half-maximal effect; % is set by controls: 0 for no effect and ±100 for the full control effect; nearly all actives have a fitted effect of over 60% in size
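KB-V1 cells (P-gp-expressing MDR subline of KB-3-1) in phenol-red-free DMEM with 10% FBS were exposed to library compounds over a concentration series for 72 h at 37 degrees C. Viability read by CellTiter-Glo luminescence; concentration-effect curves fitted after normalization.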
aSyn yeast inh = inhibitors of alpha-synuclein toxicity in yeast; Yeast expressing alpha-synuclein, growth rescue, BacTiter-Glo, 24 h; Potency, µM (top dose mostly 46.1 µM), without a hit: top-dose growth rescue (activation), usual class: activators; 370,000 tested, 0.14% active; AID 652106; note: potency is the fitted concentration of half-maximal effect; % of control where 0% means no effect; nearly all actives have a fitted effect of over 65% in size
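Rescue of yeast growth: cells expressing toxic alpha-synuclein, induced in galactose at OD600 0.02, incubated with compound 24 h at 30 C. ATP luminescence quantified growth; inhibitors of toxicity appear as activators.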
GLP-1R inv ag = GLP-1 receptor (human) inverse agonism; Potency, µM (series often up to 38.3 µM), for the others: top-dose activity change, negative = inhibition, actives largely listed as inhibitors; P43220; HEK293 GLP-1R CRE-luciferase, luminescence, 24 h; GLP-1R form is constitutively active; AID 624417; 410,000 tested, 1.6% active; note: potency is the fitted concentration of half-maximal effect; % is set by controls: 0 for no effect and ±100 for the full control effect; nearly all actives have a fitted effect of over 55% in size
Target sequence (P43220 whole entry, looked up): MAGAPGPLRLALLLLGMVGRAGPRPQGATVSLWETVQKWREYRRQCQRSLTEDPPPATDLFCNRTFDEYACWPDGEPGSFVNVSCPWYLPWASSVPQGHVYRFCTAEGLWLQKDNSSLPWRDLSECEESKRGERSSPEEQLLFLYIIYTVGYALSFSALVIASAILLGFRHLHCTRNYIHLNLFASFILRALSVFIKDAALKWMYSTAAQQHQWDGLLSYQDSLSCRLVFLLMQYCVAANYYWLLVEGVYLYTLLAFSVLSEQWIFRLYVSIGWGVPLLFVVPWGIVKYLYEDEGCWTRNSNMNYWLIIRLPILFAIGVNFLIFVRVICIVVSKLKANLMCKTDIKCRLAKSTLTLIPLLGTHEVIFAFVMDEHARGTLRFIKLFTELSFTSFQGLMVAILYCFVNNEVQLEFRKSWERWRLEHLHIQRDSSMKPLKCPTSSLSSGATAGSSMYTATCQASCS
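HEK293 cells stably co-expressing a cAMP-responsive luciferase reporter and constitutively active GLP-1R were seeded, incubated 12 h, then exposed to compounds for 24 h at 37 C. Luminescence was read 12 min after detection reagent; inverse agonists lower signal.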
DRD3 agonist = D3 dopamine receptor (human) agonism | 410,000 tested, 0.58% active | P35462 | D3R DiscoveRx beta-arrestin cells, luminescence, 90 min | max activation, %; in the data active = max activation above about 30%; note: 0% is about no effect; mostly tested at two doses, the higher about 12 µM
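Cells at 1500/well, incubated overnight, then treated with pinned compounds (dopamine as control) for 90 min at 37 degrees C. DiscoveRx reagent added for 30 - 60 minutes at room temperature; luminescence read.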
TDP-43 yeast inh = TDP-43 toxicity inhibition in yeast; Potency, µM (series often up to 46.1 µM), for the others: top-dose growth rescue (activation), usual class: activators; 410,000 tested, 1.8% active; AID 652104; TDP-43 expressing yeast growth rescue, BacTiter-Glo, 24 h; note: potency is the fitted concentration of half-maximal effect; % of control where 0% means no effect; nearly all actives have a fitted effect of over 50% in size
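Growth rescue of TDP-43-toxic yeast measured as ATP luminescence (BacTiter-Glo). Cells grown to mid-log in raffinose, induced in galactose at OD600=0.02, exposed to compound 24 hr at 30 deg C.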
PTHR1 agonist = agonists of human PTHR1 parathyroid hormone receptor; HEK293 GP2 PTHR1 cells, GloSensor cAMP luminescence, 1 h; 410,000 tested, 0.075% active; Q03431; Potency, µM (top dose mostly 115 µM), for the others: top-dose activation, most hits filed as activators; note: potency is the fitted concentration of half-maximal effect; nearly all actives have a fitted effect of over 55% in size; some results filed as inactive show a strong effect at the top dose; inactives centre near -15; many of its hits are not listed in these tables
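HEK-293-derived GP2 cells expressing PTHR1 and a GloSensor cAMP reporter, 3,000/well, plated overnight, given luciferin plus IBMX (each 0.5 mM as added) for 1 h at 37 °C, then compound for 1 h at 37 °C. Luminescence was read after 15 min at room temperature.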
GLP-1R agonist = GLP-1 receptor (human) agonism | HEK293 GLP-1R CRE-luciferase, luminescence, 4-6 h; cells express a hypersensitive GLP-1R form | Potency, µM (highest dose often 45.6 µM), for the others: at the top dose activation, most hits filed as activators | 380,000 tested, 0.007% active | AID 624172; note: potency is the fitted concentration of half-maximal effect; % of control where 0% means no effect
An asterisk follows results filed as active; i = inactive; ? = inconclusive; . = not tested or not shown; [ ] = dose if it differs, or a comment. Unless noted, calls come from the whole dose curve; as a rule, active = well fitted curve in the direction sought with a large enough effect; inconclusive = small, poorly fitted or top-dose-only effect, or another doubt; inactive = no such curve, though single readings can be large; an effect the other way counts as inactive or inconclusive. Only part of the results is shown. The share of hits here may be higher or lower than overall.

SMILES	HEK293 tox	D3 antag	KB-V1 MDR tox	aSyn yeast inh	GLP-1R inv ag	DRD3 agonist	TDP-43 yeast inh	PTHR1 agonist	GLP-1R agonist
O=c1c2ccccc2ncn1-c1cccc(Br)c1	-20%	6	5%	4%	37%[activator]	9	19%	i	19%
N/C(=N\OS(=O)(=O)c1ccc(Cl)cc1)c1cccnc1	-1%	14	1%	0%	3%	10	5%	i	6%
Cc1ccc(C(=O)N/N=C2\CCSC2)cc1[N+](=O)[O-]	-26%	?	0%	-7%	18%	-5	17%	i	0%
COc1ccc(-c2noc(CN(C(=O)c3ccccc3Cl)C(C)C)n2)cc1	-1%	.	.	.	?	-4	8%	-77%[inhibitor]	.
CC(=O)Oc1c(Cl)cc(Cl)cc1/C=C/c1ccc2ccccc2n1	499%[activator]	39	?	-28%	-9%	39*	?	i	11%
CCOC(=O)C1(C)CCN1C(=O)c1ccccc1OC(F)(F)F (stereo not given)	-1%	-17	-8%	0%	3%	-1	-4%	-25%	-7%
O=C(Nc1ccc2c(c1)OCO2)c1cc(C2CCCCN2C(=O)c2ccc3c(c2)CCO3)on1 (stereo not given)	0%	-12	1%	3%	10µM*	-1	?	-22%	-2%
COc1ccc(-c2c(-c3ccc(OCC(=O)NN)cc3O)n[nH]c2C)cc1OC	-6%	73	37%	-1%	-2%	4	-6%	i	18%
Cc1noc(/C=C/c2nn(C)cc2Cl)c1[N+](=O)[O-]	-9%	0	?	7%	-24%	-5	13µM*	-40%[inhibitor]	-7%
C/C(=N/NC(=O)c1ccc2c(c1)OCO2)c1ccc(NC(=O)c2ccc(F)cc2)cc1	-4%	1	27%	-1%	8%	8	6%	-16%	5%
O=C(COC(=O)C12CC3CC(CC(Br)(C3)C1)C2)NNC(=O)c1ccccc1	3%	1	-13%	10%	4%	-3	17%	-8%	2%
COc1ccc(N2CC(NS(=O)(=O)c3ccc(F)cc3)CC2=O)cc1 (stereo not given)	-6%	4	5%	3%	1%	-7	-19%	i	6%
Cc1c(C(=O)NCc2ccccc2)sc2nc3n(c(=O)c12)CCCCC3	3%	.	.	.	-1%	4	?	i	.
O=C(NCCC(=O)N1CCN(c2ccccc2O)CC1)c1ccc(Cl)cc1	14%	-5	3%	11%	-21%	8	0%	-59%[inhibitor]	-5%
CCOC(=O)c1c(NC(=O)/C=C/c2ccco2)sc(C)c1C	18%	23	-1%	6%	30%[activator]	-3	2%	-2%	16%
O=C(Nc1cccn(Cc2cccc(F)c2)c1=O)NC1CCCCC1	-1%	11	-5%	6%	6%	0	15%	-7%	18%
COc1cccc(NC(=O)/C=C/c2ccco2)c1	1%	-3	?	-13%	12%	-1	-7%	-28%	4%
COC(=O)C1=C(C)NC(=O)/C1=C\c1cc(C)n(-c2cc(C)cc(C)c2)c1C	?	-7	?	-21%	?	9	-32%[inhibitor]	-8%[57.5 µM]	0%
C=CCn1c(=S)[nH]c2sccc2c1=O	5%	-6	-3%	-6%	1%	9	18%	i	5%
O=C(O)CN1C(=O)/C(=C/c2ccccc2Cl)Oc2ccccc21	30%	2	0%	-10%	?	3	10%	i	-1%
O=C(Nc1c2c(nn1-c1cccc(Cl)c1)CS(=O)C2)c1ccc2c(c1)OCO2 (stereo not given)	-4%	11	?	3%	13%	1	15%	-16%	-5%
Cc1cc(-c2ccccc2)n2ncc(-c3ccccc3)c2n1	-8%	23	0%	7%	?	8	4%	-16%	-1%
CS(=O)(=O)c1cnc2c(S(=O)(=O)c3ccccc3)cnn2c1N	-1%	5	-9%	4%	9%	0	1%	i	8%
COc1ccc(C(=O)NCCc2nnc(SCC(=O)Nc3ccccc3F)n2C)cc1	11%	15	5%	-5%	23%	5	-22%	0%	3%
COC(=O)c1nc(NC(=O)c2ccc(F)cc2)n[nH]1	6%	-6	2%	1%	-4%	1	-30%	15%	0%
Cc1nn(-c2ccccc2)c(C)c1C(=O)OC/C(O)=C(\C#N)c1nc2ccccc2[nH]1	-10%	19	2%	0%	-26%	6	9%	-1%[57.5 µM]	-4%
COc1cc2c(cc1CNC[C@H]1O[C@@H](n3cnc(C(N)=O)n3)[C@H](O)[C@@H]1O)OCO2	-2%	0	?	-2%	6%	5	6%	i	-4%
O=C(CSc1oc(-c2ccccc2)nc1S(=O)(=O)c1ccc(Br)cc1)NC1CCCCC1	3%	.	3%	.	4%	0	10%	-10%	.
CCOc1cccc(-c2c(C(=O)N/N=C(\C)c3cccnc3)nnn2-c2nonc2N)c1	-5%	5	21%	-1%	-14%	6	-9%	i	4%
Cc1ccnc(NC(=O)c2cccc(S(=O)(=O)N3CCOCC3)c2)c1	20%	-20	-18%	-2%	-24%	1	7%	i	-3%

The last 2 entries of the part before open the next one.
SMILES	HEK293 tox	D3 antag	KB-V1 MDR tox	aSyn yeast inh	GLP-1R inv ag	DRD3 agonist	TDP-43 yeast inh	PTHR1 agonist	GLP-1R agonist
CCOc1cccc(-c2c(C(=O)N/N=C(\C)c3cccnc3)nnn2-c2nonc2N)c1	-5%	5	21%	-1%	-14%	6	-9%	i	4%
Cc1ccnc(NC(=O)c2cccc(S(=O)(=O)N3CCOCC3)c2)c1	20%	-20	-18%	-2%	-24%	1	7%	i	-3%
CCc1ccc(-c2cc(N)n(-c3ccccc3)n2)cc1	-10%	1	4%	-2%	?	0	?	-33%[inhibitor]	8%
C[C@@H]1CN([C@H](C)CO)C(=O)CCCn2nncc2CO[C@H]1CN(C)Cc1ccc(-c2ccccc2)cc1	-2%	5	?	0%	3%	-3	18%	-26%	-3%
COc1ccc(CNC(=O)COC(=O)c2cccc(S(=O)(=O)N3CCOCC3)c2)cc1	-10%	18	15%	-3%	-8%	-14	-25%	-51%[inhibitor]	0%
CCOC(=O)C1CCCN(Cc2ccc(O)c(OC)c2)C1 (stereo not given)	0%	?	1%	.	-5%	-10	-12%	i	-10%
CCOc1ccc(C(=O)NC(=S)Nc2ccccc2N2CCC(C)CC2)cc1[N+](=O)[O-]	-28%	-4	-29%	1%	?	2	-3%	i	3%
COc1ccc(NC(=O)CN(C)S(=O)(=O)c2cccc3cccnc23)cc1	-3%	-18	?	0%	0%	4	18%	i	14%
CC1(C)C2([N+](=O)[O-])CN3CC1([N+](=O)[O-])CN(C2)C3c1ccccc1 (stereo not given)	4%	9	17%	1%	16%	1	-9%	-1%[57.5 µM]	-10%
Cc1ccc(-n2c(=S)[nH]c3sc4c(c3c2=O)CCc2ccccc2-4)cc1	1%	-3	-14%	-13%	5%	1	14%	-4%	-2%
COc1ccccc1N1CCN(C(=O)C2CCN(C(=O)c3ccccc3Cl)CC2)CC1	-8%	0	-3%	2%	-2%	11	-9%	-22%	5%
CCOc1nc(Nc2ccc(OC)cc2)nc(N2CCOCC2)n1	22%	-10	-11%	-12%	11%	2	-6%	i	3%
CC(C)Cc1ccc(C(C)C(=O)Nc2nccs2)cc1 (stereo not given)	-18%	-13	-29%	5%	?	-2	-7%	-21%[57.5 µM]	-1%
Cc1nnc(SCC(=O)Nc2cccnc2Cl)s1	0%	-17	23%	-7%	46%[activator]	-3	8%	i	16%
CC(C)C[C@H](NC(=O)N1CCCCCC1)C(=O)O	12%	14	29%	3%	11%	16	6%	i	-2%
CCOC1=C2CN(S(=O)(=O)c3ccc(C)cc3)[C@@H](c3cccc4ccccc34)C[C@H]2[C@H]2C(=O)N(c3ccccc3)C(=O)[C@H]2C1	-3%	0	0%	-1%	18%	5	13%	i	0%
CCOc1ccc(NC(=O)c2cc3cc4cc(OC)ccc4nc3s2)cc1	-4%	.	9%	.	-4%	1	5%	-35%[inhibitor]	-1%
O=C(Nc1cccc(S(=O)(=O)N2CCOCC2)c1)c1cccc(S(=O)(=O)N2CCCC2)c1	5%	-1	11%	3%	7%	11	1%	-3%	11%
CCCCc1nnc(NC(=O)Cc2ccc(OC)c(S(=O)(=O)N3CCOCC3)c2)s1	6%	3	-12%	9%	5%	-3	-14%	i	0%
O=C(Nc1cccc(C(=O)N2CCCC2)c1)C1CCC1	1%	-7	2%	-1%	2%	0	-6%	-20%	-4%
CN(Cc1c(F)cccc1Cl)S(=O)(=O)c1cccs1	7%	6	7%	6%	?	-2	13%	-11%	21%
Oc1[nH]c2ccccc2c1N=Nc1ccc(C(F)(F)F)cn1	-7%	15	1%	-19%	1%	4	5%	i	-8%
CCC(C)N1C(=O)CCC1C(=O)N1CCN(c2ccccc2F)CC1 (stereo not given)	8%	?	?	0%	0%	-13	-23%	-22%[57.5 µM]	-12%
Cc1cc(C)c2c(CC(=O)Nc3ccc(S(=O)(=O)N4CCCC(C)C4)cc3)coc2c1 (stereo not given)	-10%	.	-15%	.	?	-6	1%	-16%	.
CCNC(=O)C1(C)CCCN(C(=O)c2cc(C)nn2C(C)(C)C)C1 (stereo not given)	0%	7	2%	1%	6%	-5	14%	i	9%
Brc1cc2c(cc1Cn1c(-c3cncs3)nc3ccccc31)OCO2	12%	-9	-24%	0%	6%	10	13%	i	-2%
Cc1ccc(NC(=O)C(C)N2C(=O)c3ccccc3C2=O)cc1C (stereo not given)	-10%	-8	-2%	2%	0%	-2	24%	-27%	3%
O=C(NCCN1CCN(C(=O)c2ccc([N+](=O)[O-])cc2)CC1)C(=O)Nc1ccc(F)cc1	8%	2	.	3%	18%	4	-8%	-25%	-6%
O=C(CSc1nc2[nH]c(=O)cc(O)c2s1)Nc1ccc(Br)cc1	3%	-2	15%	-1%	12%	0	-9%	?	-1%
Cc1cc(Br)ccc1NC(=O)CSc1c2c(nc3ccccc13)CCC2	-13%	.	.	.	?	-10	10%	-89%[inhibitor]	.
CCCc1nc2ccc(C(=O)OC)cn2c1Cc1ccc(C)cc1	6%	-6	14%	13%	-8%	-9	14%	-14%	13%
